From PubChem
hDAT+cocaine – modulates human dopamine transporter uptake under cocaine | LLC-PK1 hDAT cells, [14C]-dopamine uptake with cocaine IC80; actives deviate in either direction | B-score at 10 µM | hit rate 1.3% among 110,000 | AID 449768;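 active means Z score or B-score, a plate-position-corrected score, falls beyond the plate's 99.7% confidence bounds, in either direction; inactive means both scores lie inside the 99.7% bounds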;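 further: scored against the spread of the other compound wells on the same plate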
Target sequence (Q01959 whole entry, looked up): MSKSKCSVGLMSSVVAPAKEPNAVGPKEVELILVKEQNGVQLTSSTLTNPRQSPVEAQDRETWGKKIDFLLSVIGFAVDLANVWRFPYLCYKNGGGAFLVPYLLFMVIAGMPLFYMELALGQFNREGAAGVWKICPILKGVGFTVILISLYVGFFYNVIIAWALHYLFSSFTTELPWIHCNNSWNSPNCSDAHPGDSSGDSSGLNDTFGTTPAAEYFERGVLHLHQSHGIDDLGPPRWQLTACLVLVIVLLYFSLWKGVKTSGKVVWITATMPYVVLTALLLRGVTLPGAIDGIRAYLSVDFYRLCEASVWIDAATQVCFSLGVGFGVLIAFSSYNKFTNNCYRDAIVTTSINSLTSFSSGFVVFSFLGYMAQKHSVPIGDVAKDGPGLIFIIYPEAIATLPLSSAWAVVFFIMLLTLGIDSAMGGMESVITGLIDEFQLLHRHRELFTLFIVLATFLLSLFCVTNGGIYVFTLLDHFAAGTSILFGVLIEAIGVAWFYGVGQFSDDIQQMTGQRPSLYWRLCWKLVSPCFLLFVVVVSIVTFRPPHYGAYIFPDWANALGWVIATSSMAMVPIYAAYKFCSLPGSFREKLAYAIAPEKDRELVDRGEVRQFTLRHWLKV
cytoskel mod – modifiers of cytoskeleton assembly. HUVEC TNFa F-actin phalloidin imaging, high content. inhibition, % at 2 µM. hit rate 0.18% among 91,000;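 active means inhibition above the batch mean plus 3 SD and confirmed as a hit by visual image inspection, cut at about 30% in these data, passing the limit was not always enough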; further: strong numbers were not always called active
Smad3 FoxH1 inh – inhibitors of human Smad3 transcription factor binding. P84022. TR-FRET Smad3/Dy647-FoxH1 peptide binding, europium anti-His. inhibition, % at 25 µM. hit rate 0.29% among 88,000;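 active means compounds that reduce the energy-transfer binding signal between the protein and its labelled peptide by more than half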;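 further: 0% = Smad3 plus labelled peptide maximal FRET and 100% = peptide-only background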
Target sequence (P84022 whole entry, looked up): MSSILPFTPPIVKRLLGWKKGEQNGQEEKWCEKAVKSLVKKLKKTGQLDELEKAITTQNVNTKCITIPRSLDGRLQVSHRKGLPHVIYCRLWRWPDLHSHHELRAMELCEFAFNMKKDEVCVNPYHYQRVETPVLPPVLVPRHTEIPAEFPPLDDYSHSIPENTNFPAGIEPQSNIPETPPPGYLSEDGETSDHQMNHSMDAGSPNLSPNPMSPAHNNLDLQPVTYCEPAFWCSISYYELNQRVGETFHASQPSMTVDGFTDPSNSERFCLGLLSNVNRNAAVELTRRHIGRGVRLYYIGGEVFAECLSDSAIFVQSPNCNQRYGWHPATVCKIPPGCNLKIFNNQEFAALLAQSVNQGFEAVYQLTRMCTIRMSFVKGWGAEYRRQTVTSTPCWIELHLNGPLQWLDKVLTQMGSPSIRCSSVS
TNFa cytotox – toxic to HUVEC cells under TNF alpha stimulation; cell count reduction, % at 2 µM; hit rate 0.17% among 93,000; HUVEC TNFalpha-stimulated, Hoechst cell count, imaging;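 active means cell count reduction exceeding the screen mean by over 5 SD, scaled to untreated wells per plate, cut at about 78% in these data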;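 further: cells counted after 24 h of TNF alpha exposure following the 1 h pretreatment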
VCAM1 TNFa inh – reduces TNF alpha induced VCAM1 expression in HUVEC. inhibition, % at 2 µM. HUVEC TNFa-induced VCAM-1 immunofluorescence, high-content imaging. hit rate 0.48% among 95,000. AID 802;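 active means inhibition above the batch mean plus 3 SD, with images confirmed as a hit by eye, cut at about 37% in these data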;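 further: 0% = TNF-stimulated DMSO wells and 100% = unstimulated control wells; not every result past the cut was called active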
PTPN22 inh 2 – blocks human PTPN22 phosphatase activity. Q9Y2R2. recombinant LYP catalytic domain, DiFMUP fluorescence. inhibition, % at 2 µM. hit rate 0.21% among 96,000;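 active means inhibition at 2 µM at or above a set limit, the screen mean plus 3 SD, cut at about 24% in these data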;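 further: 0% = DMSO with enzyme and 100% = enzyme fully blocked by orthovanadate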
MT1-MMP txn act – activates MT1-MMP transcription; HT1080 MT1-MMP promoter luciferase reporter, luminescence, overnight; stronger effect = higher value; activation factor at 10 µM; hit rate 0.16% among 86,000;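 active means activation factor of at least 2 for MT1-MMP transcription at 10 µM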
Calb biofilm kill – kills Candida albicans biofilms; C. albicans biofilm + clotrimazole, Alamar Blue; inhibition, % at 6 µM; hit rate 0.14% among 85,000; AID 834;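 active means inhibition above 20%; inactive means inhibition below 20%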;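 further: preformed 24 hr biofilms exposed to compound for 48 hr; 0% = biofilm without compound and 100% = blank killed by clotrimazole plus chlorhexidine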
HUVEC tox IL1B – toxic to HUVEC cells under IL-1B stimulation; HUVEC cell count loss, Hoechst imaging, IL-1B stimulated; cell count reduction, % at 2 µM; hit rate 0.41% among 94,000; AID 845;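 active means cell count reduction more than 3 SD above the screen-wide mean, cut at about 70% in these data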;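 further: normalized per plate to untreated control cells as the no-loss baseline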
Numbers without * were called inactive; [ ] = dose if it differs, or a comment.

What do the screens show for `CCCn1c(SCC(=O)NCc2ccco2)nnc1C(C)C`?
hDAT+cocaine: 0.081; cytoskel mod: 27; Smad3 FoxH1 inh: -1; TNFa cytotox: 82*; VCAM1 TNFa inh: 84*; PTPN22 inh 2: -4; MT1-MMP txn act: 1; Calb biofilm kill: 6; HUVEC tox IL1B: 18

Results for CCOc1ccccc1N1C(=O)CC(N(O)c2ccccc2)C1=O (stereo unspecified) ?
hDAT+cocaine: -1.3; cytoskel mod: 12; Smad3 FoxH1 inh: 8; TNFa cytotox: -17; VCAM1 TNFa inh: 1; PTPN22 inh 2: 8; MT1-MMP txn act: 1.2; Calb biofilm kill: 10; HUVEC tox IL1B: -10

Results for Fc1ccc(COc2ccc(Br)cc2CNCc2ccncc2)cc1 ?
hDAT+cocaine: 0.72; cytoskel mod: 25; TNFa cytotox: -28; VCAM1 TNFa inh: 13; PTPN22 inh 2: 3; HUVEC tox IL1B: -36

Results for COc1ccc2c(c1)C(NC(=O)C(F)(F)F)CC2=O (stereo unspecified) ?
hDAT+cocaine: -0.55; cytoskel mod: -33; TNFa cytotox: 9; VCAM1 TNFa inh: -20; PTPN22 inh 2: -2; HUVEC tox IL1B: 4

Results for CS(=O)(=O)N(CC(=O)N1CCN(C(c2ccccc2)c2ccccc2)CC1)C1CCCCC1 ?
hDAT+cocaine: 1.4; cytoskel mod: -17; Smad3 FoxH1 inh: 4; TNFa cytotox: -10; VCAM1 TNFa inh: 16; PTPN22 inh 2: 10; MT1-MMP txn act: 1.2; Calb biofilm kill: 9; HUVEC tox IL1B: -6

What do the screens show for `Cc1cc(NC(=O)c2noc3c2CCc2ccccc2-3)n(-c2ccccc2)n1`?
hDAT+cocaine: -1.7; Smad3 FoxH1 inh: 1; MT1-MMP txn act: 1.1; Calb biofilm kill: 4

What do the screens show for `CCOC(=O)C1CCCN(C(=O)CCNS(=O)(=O)c2ccc3c(c2)CCC(=O)N3)C1` (stereo unspecified)?
hDAT+cocaine: -0.53; cytoskel mod: 4; Smad3 FoxH1 inh: 1; TNFa cytotox: -21; VCAM1 TNFa inh: 14; PTPN22 inh 2: -6; MT1-MMP txn act: 1.1; Calb biofilm kill: 5; HUVEC tox IL1B: -12

What do the screens show for `N#Cc1cc([N+](=O)[O-])ccc1Oc1cccc(/C=N/NC(=O)c2cccc(Cl)c2)c1`?
hDAT+cocaine: 0.18; cytoskel mod: 11; TNFa cytotox: -10; VCAM1 TNFa inh: 15; PTPN22 inh 2: 8; HUVEC tox IL1B: 22

How did CCOc1ccccc1C(=O)NC1CCN(Cc2nnnn2C2CCCC2)CC1 do in these assays?
hDAT+cocaine: 0.99; cytoskel mod: -2; Smad3 FoxH1 inh: 26; TNFa cytotox: -34; VCAM1 TNFa inh: 28; PTPN22 inh 2: -4; MT1-MMP txn act: 0.9; Calb biofilm kill: 6; HUVEC tox IL1B: 3

How did CCCCSc1nnc([C@H](C)NC(=O)OC(C)(C)C)o1 do in these assays?
hDAT+cocaine: -0.37; Smad3 FoxH1 inh: -10; PTPN22 inh 2: 9; MT1-MMP txn act: 1.1; Calb biofilm kill: -2; HUVEC tox IL1B: -10

What do the screens show for `Cc1cc2cc(OCC(=O)O)ccc2n1C`?
hDAT+cocaine: -1.5; cytoskel mod: 17; Smad3 FoxH1 inh: -15; TNFa cytotox: -11; VCAM1 TNFa inh: -3; PTPN22 inh 2: 15; MT1-MMP txn act: 1; Calb biofilm kill: -1; HUVEC tox IL1B: -7

How did COc1cccc(/C(O)=C2/C(=O)C(=O)N(CCN(C)C)C2c2ccccn2)c1 (stereo unspecified) do in these assays?
hDAT+cocaine: -0.27; cytoskel mod: 0; Smad3 FoxH1 inh: -2; TNFa cytotox: -34; VCAM1 TNFa inh: -52; PTPN22 inh 2: 1; MT1-MMP txn act: 1.2; Calb biofilm kill: 5; HUVEC tox IL1B: -4

How did COc1cccc(C(CC(=O)NCCN2CCOCC2)NS(=O)(=O)c2ccc(C)cc2)c1OC (stereo unspecified) do in these assays?
hDAT+cocaine: -0.17; cytoskel mod: -4; Smad3 FoxH1 inh: 3; TNFa cytotox: -2; VCAM1 TNFa inh: 0; PTPN22 inh 2: 4; MT1-MMP txn act: 1.3; Calb biofilm kill: 8; HUVEC tox IL1B: 0

What do the screens show for `O=C(CS(=O)(=O)c1c[nH]c2ccccc12)NC1CCCCC1`?
hDAT+cocaine: 0.86; cytoskel mod: -13; Smad3 FoxH1 inh: 4; TNFa cytotox: 2; VCAM1 TNFa inh: 4; PTPN22 inh 2: -2; Calb biofilm kill: 6; HUVEC tox IL1B: -36

What do the screens show for `CCOC(=O)C1=NN(C(=O)Nc2cccc(C(F)(F)F)c2)C2C(=O)N(c3cccc(C(F)(F)F)c3)C(=O)C12` (stereo unspecified)?
hDAT+cocaine: 0.96; cytoskel mod: -27; TNFa cytotox: -17; VCAM1 TNFa inh: 16; PTPN22 inh 2: -23; HUVEC tox IL1B: -8

What do the screens show for `COC(=O)Cc1[nH]nc2c1C1(C(=O)N(Cc3ccccc3)c3ccccc31)C(C#N)=C(N)O2` (stereo unspecified)?
cytoskel mod: -16; Smad3 FoxH1 inh: 2; TNFa cytotox: 1; VCAM1 TNFa inh: 9; PTPN22 inh 2: 20; MT1-MMP txn act: 1.2; Calb biofilm kill: 6; HUVEC tox IL1B: 0

Results for COc1cc2c(cc1OC)C(=O)CCS2 ?
hDAT+cocaine: -0.47; cytoskel mod: -18; TNFa cytotox: -13; VCAM1 TNFa inh: -8; PTPN22 inh 2: -20

What do the screens show for `CCOC(=O)c1c(NC(=O)C2c3ccccc3Oc3ccccc32)sc(C(N)=O)c1C`?
cytoskel mod: 4; TNFa cytotox: -36; VCAM1 TNFa inh: 4; PTPN22 inh 2: 7; HUVEC tox IL1B: 2

Results for COc1cccc(-c2cc(C(=O)Nc3cccc(O)c3)no2)c1 ?
hDAT+cocaine: -0.62; cytoskel mod: -23; TNFa cytotox: 34; VCAM1 TNFa inh: -20; PTPN22 inh 2: -2; MT1-MMP txn act: 0.9

Results for O=C(CNc1ccccc1)N/N=C/c1cc([N+](=O)[O-])ccc1N1CCCC1 ?
hDAT+cocaine: -0.23; cytoskel mod: -46; TNFa cytotox: -12; VCAM1 TNFa inh: -5; PTPN22 inh 2: 8; HUVEC tox IL1B: -17

Results for COc1ccc(-c2nnc(SCC(=O)Nc3sc4c(c3C#N)CCC4)n2CC2CCCO2)cc1 (stereo unspecified) ?
hDAT+cocaine: 0.022; Smad3 FoxH1 inh: 2; MT1-MMP txn act: 1.2; Calb biofilm kill: 3

How did CCCN(CCC(=O)Nc1cc(OC)cc(OC)c1)CC1CC1 do in these assays?
hDAT+cocaine: 0.91; cytoskel mod: -21; Smad3 FoxH1 inh: 10[fluorescence artefact?]; TNFa cytotox: -37; VCAM1 TNFa inh: -1; PTPN22 inh 2: 7; MT1-MMP txn act: 1.1; Calb biofilm kill: 3; HUVEC tox IL1B: -1

Results for COc1cccc2cc(-c3nnc(SCC(=O)NCCc4ccccc4)n3C)oc12 ?
hDAT+cocaine: -0.082; cytoskel mod: -5; Smad3 FoxH1 inh: 0; TNFa cytotox: 0; VCAM1 TNFa inh: 11; PTPN22 inh 2: -1; MT1-MMP txn act: 1.1; Calb biofilm kill: 6; HUVEC tox IL1B: -2

How did Cc1ccc2sc(NC(=O)CN3C(=O)CCC3=O)nc2c1C do in these assays?
hDAT+cocaine: -0.08; Smad3 FoxH1 inh: -3; MT1-MMP txn act: 1; Calb biofilm kill: 7

What do the screens show for `O=C1c2ccccc2-c2ccc(C(=O)N3CCOCC3)cc21`?
hDAT+cocaine: 1.1; cytoskel mod: -3; Smad3 FoxH1 inh: 2; TNFa cytotox: -2; VCAM1 TNFa inh: 5; PTPN22 inh 2: 10; MT1-MMP txn act: 1.1; Calb biofilm kill: 6; HUVEC tox IL1B: -15

Results for Cc1ccc(NC(=O)CC2Oc3ccccc3NC2=O)c(C)c1 (stereo unspecified) ?
hDAT+cocaine: 0.011; cytoskel mod: -5; Smad3 FoxH1 inh: -6; TNFa cytotox: -46; VCAM1 TNFa inh: 11; PTPN22 inh 2: -3; MT1-MMP txn act: 1.2; Calb biofilm kill: 16; HUVEC tox IL1B: 6

How did C=CCNc1nc2c3ccccc3n(C(C)=O)c2s1 do in these assays?
hDAT+cocaine: 0.63; cytoskel mod: 52; Smad3 FoxH1 inh: 4; TNFa cytotox: -43; VCAM1 TNFa inh: 2; PTPN22 inh 2: 5; MT1-MMP txn act: 1.4; Calb biofilm kill: 7; HUVEC tox IL1B: 2

Results for O=C(CCCN1C(=O)c2ccccc2C1=O)Nc1sc2c(c1C(=O)NCc1ccco1)CCC2 ?
hDAT+cocaine: 0.72; cytoskel mod: -3; Smad3 FoxH1 inh: -12; TNFa cytotox: -14; VCAM1 TNFa inh: -21; PTPN22 inh 2: -8; MT1-MMP txn act: 1.1; Calb biofilm kill: 6; HUVEC tox IL1B: 3

For reference, 6 of the compounds above.
Results for COc1cccc2cc(-c3nnc(SCC(=O)NCCc4ccccc4)n3C)oc12 ?
hDAT+cocaine: -0.082; cytoskel mod: -5; Smad3 FoxH1 inh: 0; TNFa cytotox: 0; VCAM1 TNFa inh: 11; PTPN22 inh 2: -1; MT1-MMP txn act: 1.1; Calb biofilm kill: 6; HUVEC tox IL1B: -2

How did Cc1ccc2sc(NC(=O)CN3C(=O)CCC3=O)nc2c1C do in these assays?
hDAT+cocaine: -0.08; Smad3 FoxH1 inh: -3; MT1-MMP txn act: 1; Calb biofilm kill: 7

What do the screens show for `O=C1c2ccccc2-c2ccc(C(=O)N3CCOCC3)cc21`?
hDAT+cocaine: 1.1; cytoskel mod: -3; Smad3 FoxH1 inh: 2; TNFa cytotox: -2; VCAM1 TNFa inh: 5; PTPN22 inh 2: 10; MT1-MMP txn act: 1.1; Calb biofilm kill: 6; HUVEC tox IL1B: -15

Results for Cc1ccc(NC(=O)CC2Oc3ccccc3NC2=O)c(C)c1 (stereo unspecified) ?
hDAT+cocaine: 0.011; cytoskel mod: -5; Smad3 FoxH1 inh: -6; TNFa cytotox: -46; VCAM1 TNFa inh: 11; PTPN22 inh 2: -3; MT1-MMP txn act: 1.2; Calb biofilm kill: 16; HUVEC tox IL1B: 6

How did C=CCNc1nc2c3ccccc3n(C(C)=O)c2s1 do in these assays?
hDAT+cocaine: 0.63; cytoskel mod: 52; Smad3 FoxH1 inh: 4; TNFa cytotox: -43; VCAM1 TNFa inh: 2; PTPN22 inh 2: 5; MT1-MMP txn act: 1.4; Calb biofilm kill: 7; HUVEC tox IL1B: 2

Results for O=C(CCCN1C(=O)c2ccccc2C1=O)Nc1sc2c(c1C(=O)NCc1ccco1)CCC2 ?
hDAT+cocaine: 0.72; cytoskel mod: -3; Smad3 FoxH1 inh: -12; TNFa cytotox: -14; VCAM1 TNFa inh: -21; PTPN22 inh 2: -8; MT1-MMP txn act: 1.1; Calb biofilm kill: 6; HUVEC tox IL1B: 3

Some of the compounds tested. The share of hits here may be higher or lower than overall.
